CF NFkB block: inhibitors of cystic fibrosis induced NF-kB. KKLEB NF-kB-GFP reporter, PAF-induced, GFP fluorescence overnight. inhibition, % at 5 µM. 360,000 tested, 0.86% active. AID 588850;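 active means at least 50% inhibition at 5 µM, scaled per plate between neutral and stimulator controls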;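 further: PAF is a Pseudomonas aeruginosa culture filtrate used as stimulus; plate controls were PAF-stimulated DMSO wells for no effect and unstimulated DMSO wells for full effect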
NR5A2 inv ag: inverse agonists of human LRH-1 (NR5A2) | O00482 | HEK293T StAR-luciferase reporter, LRH-1 transfected, 24 h | inhibition, % at 3.6 µM | 360,000 tested, 0.13% active;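 active means inhibition above the mean inhibition of all tested compounds plus 3 SD, cut at about 73% in these data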;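 further: 0% = DMSO wells and 100% = reporter-only cells lacking LRH-1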
COUP-TFII inh: inhibitors of human COUP-TFII (NR2F2) | P24468 | HEK293T NGFI-A luciferase reporter, luminescence | inhibition, % at 8.6 µM | 370,000 tested, 0.7% active | AID 686940;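 active means inhibition above a per-plate cutoff, mean inhibition of test wells between control levels plus 3 SD, cut at about 38% in these data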;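 further: cells cotransfected with COUP-TFII expression vector driving the NGFI-A reporter; 0% = median of COUP-TF2 test wells and 100% = reporter-only cells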
KKLEB tox: reduces viability of KKLEB cystic fibrosis airway cells. KKLEB CF airway cells viability, ATPlite luminescence, overnight; hits give low values; cells stimulated with P. aeruginosa culture filtrate. activity change (cytotoxicity), % at 5 µM. 360,000 tested, 0.36% active. AID 602141;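 active means corrected activity change at or below -50% at 5 µM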
TROY signal inh: TROY signaling inhibition | Q293 LMP1-TROYcd NF-kB luciferase reporter, 4 h | inhibition, % at 10 µM | 360,000 tested, 0.98% active | AID 1347056;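 active means compounds whose plate-normalised and pattern-corrected inhibition of the luciferase reporter signal at the single screening dose is 50% or more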
Shn3 3UTR inh: inhibitors of Schnurri-3 3'UTR reporter in osteoblasts; Clone20 osteoblast Shn3 3'UTR firefly luciferase, 24 h; inhibition, % at 12.5 µM; 360,000 tested, 0.52% active;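 active means mean inhibition of at least 75% with every replicate also reaching 75%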;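 further: 0% = median of neutral control wells and 100% = pilot-screen positive control compound; some compounds past the cut are filed as inactive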
NCOA1 inh: human NCOA1 inhibition. Q15788. HEK293 GAL4-SRC1 luciferase reporter, luminescence. inhibition, % at 3.6 µM. 360,000 tested, 0.12% active. AID 588354;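 active means inhibition above the campaign mean plus 3 SD, with each screening campaign given its own cutoff, cut at about 60% in these data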;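 further: 0% = DMSO treated cells and 100% = gossypol at 36 µM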
Target sequence (Q15788 whole entry, looked up, the tested form may be a part): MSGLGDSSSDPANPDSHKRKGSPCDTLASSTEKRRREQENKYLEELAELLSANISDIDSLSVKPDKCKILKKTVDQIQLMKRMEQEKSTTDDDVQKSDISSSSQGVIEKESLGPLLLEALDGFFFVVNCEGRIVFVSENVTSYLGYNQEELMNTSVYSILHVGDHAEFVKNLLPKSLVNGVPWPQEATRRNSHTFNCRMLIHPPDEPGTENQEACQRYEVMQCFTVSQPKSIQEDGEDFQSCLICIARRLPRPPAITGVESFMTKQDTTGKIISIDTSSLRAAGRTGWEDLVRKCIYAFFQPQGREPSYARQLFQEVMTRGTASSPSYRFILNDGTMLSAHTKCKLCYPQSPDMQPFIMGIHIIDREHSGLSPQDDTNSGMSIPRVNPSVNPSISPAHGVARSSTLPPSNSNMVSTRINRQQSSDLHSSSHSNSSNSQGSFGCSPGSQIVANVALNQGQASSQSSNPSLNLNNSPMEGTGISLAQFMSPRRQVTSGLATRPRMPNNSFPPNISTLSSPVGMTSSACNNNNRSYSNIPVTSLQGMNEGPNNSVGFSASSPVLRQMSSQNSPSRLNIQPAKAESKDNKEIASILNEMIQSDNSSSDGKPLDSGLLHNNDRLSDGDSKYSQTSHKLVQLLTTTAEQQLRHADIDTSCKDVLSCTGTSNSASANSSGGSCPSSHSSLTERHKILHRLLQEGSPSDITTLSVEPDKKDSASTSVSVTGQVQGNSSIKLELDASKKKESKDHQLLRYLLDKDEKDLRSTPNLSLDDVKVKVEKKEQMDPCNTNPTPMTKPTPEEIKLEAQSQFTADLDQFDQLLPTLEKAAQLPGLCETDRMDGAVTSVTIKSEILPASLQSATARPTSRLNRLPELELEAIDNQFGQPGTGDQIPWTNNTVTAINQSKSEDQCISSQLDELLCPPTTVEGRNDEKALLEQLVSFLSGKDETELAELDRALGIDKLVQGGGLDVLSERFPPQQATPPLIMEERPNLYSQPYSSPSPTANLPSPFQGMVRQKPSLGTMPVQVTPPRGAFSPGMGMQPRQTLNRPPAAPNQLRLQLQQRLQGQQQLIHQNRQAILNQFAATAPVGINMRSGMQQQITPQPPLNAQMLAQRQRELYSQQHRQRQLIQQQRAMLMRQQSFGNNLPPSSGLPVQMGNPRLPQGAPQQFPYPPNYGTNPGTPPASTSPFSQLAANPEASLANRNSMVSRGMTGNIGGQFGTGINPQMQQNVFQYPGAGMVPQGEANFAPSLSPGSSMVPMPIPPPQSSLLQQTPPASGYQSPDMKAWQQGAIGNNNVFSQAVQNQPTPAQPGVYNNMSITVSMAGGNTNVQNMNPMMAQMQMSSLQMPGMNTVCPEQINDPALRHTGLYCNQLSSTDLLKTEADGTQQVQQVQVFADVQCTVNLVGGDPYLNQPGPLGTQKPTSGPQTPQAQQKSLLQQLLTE
TWEAK Fn14 block: TWEAK-Fn14 signaling inhibition; TWEAK-stimulated Fn14 reporter cells, luciferase luminescence, 8 h; 360,000 tested, 2% active; inhibition, % at 10 µM; in the data active means inhibition above about 50%
C8 TRAIL sens: caspase-8 TRAIL sensitization. NB7+C8 cells + TRAIL, ATPlite viability luminescence. inhibition (viability loss, TRAIL sensitization), % at 10 µM. 360,000 tested, 1% active. AID 624354;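 active means compounds causing at least 50% loss of cell viability in the single-dose screen, relative to plate controls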
SRC3 inh: inhibits human SRC3 coactivator. Q9Y6Q9. HEK293 GAL4-SRC3 luciferase reporter, luminescence. inhibition, % at 3.6 µM. 360,000 tested, 0.17% active;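 active means inhibition above a per-campaign cutoff, the mean of all compounds plus 3 SD, cut at about 60% in these data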;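 further: 0% = DMSO-treated cells and 100% = gossypol-treated cells at 36 µM; higher means less SRC3-driven luciferase light from the GAL4 reporter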
LMP1 NFkB inh: reduces LMP1-driven NF-kappaB luciferase signal; inhibition, % at 12.5 µM; LMP1-induced NF-kappaB luciferase reporter cells, luminescence; 350,000 tested, 0.69% active; in the data active means inhibition above about 41%;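 further: 0% = neutral control wells and 100% = reference inhibitor control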
Starred values were filed as active, the others as inactive; · = not tested or not shown. These rows are one share of the data (hit frequency here may not be typical).

mol,CF NFkB block,LMP1 NFkB inh,NR5A2 inv ag,Shn3 3UTR inh,KKLEB tox,SRC3 inh,NCOA1 inh,TROY signal inh,C8 TRAIL sens,COUP-TFII inh,TWEAK Fn14 block
COc1ccc(/C=C(/NC(=O)c2ccco2)C(=O)NCc2ccco2)cc1,-23,3,-2,-1,-5,-12,-20,-4,-23,-2,-11
O=C(NC1CCCCC1)C(c1ccccc1)N1CCCC1 (stereo not drawn),-11,2,-19,-18,-3,-21,-2,0,-3,19,-11
Cc1cc(C)cc(NC(=O)CN2CCC(NC(=O)c3ccccc3F)CC2)c1,8,-2,7,23,-10,15,3,26,-5,-3,-16
Cn1nc([N+](=O)[O-])nc1Oc1ccccc1F,-15,12,5,-1,21,19,7,7,-2,-9,6
O=C(O)c1cc(O)ccc1N=Nc1ccccc1,12,-3,-1,5,-7,-21,-15,18,-7,0,22
CCCCn1nc(NC(=O)COC)c2cc3ccc(C)cc3nc21,17,-13,7,-8,-8,0,8,-20,-13,·,-8
COc1cc(C2NC(=O)NC(C)=C2C(=O)OCc2ccccc2)ccc1O (stereo not drawn),7,-5,-10,14,-2,6,-7,-6,-14,-14,-27
COC(=O)c1nc(-c2ccccc2)n[nH]1,1,-2,5,6,6,3,-13,-8,-2,1,-8
COc1cccc(C2NC(=O)NC(O)(C(F)(F)F)C2C(=O)c2cccnc2)c1OC (stereo not drawn),-11,0,16,-9,10,4,-13,-4,13,-5,4
COc1ccc(OC(C)C(=O)NCc2cccnc2)cc1 (stereo not drawn),8,-7,7,-1,-5,5,-18,22,0,7,6
CC(=O)Nc1c2c(nn1-c1ccc(Cl)cc1)CSC2,2,-5,-2,3,3,0,7,3,-2,-15,-10
CC1(C)C(=O)OC(c2cccc([N+](=O)[O-])c2)C2(CCCCC2)C1=O (stereo not drawn),19,4,-5,11,-1,2,3,-13,-15,-12,6
COc1ccc(C(=O)N2CC(=O)N(CCc3ccccc3)C(=O)C2)cc1OC,3,-13,-9,-1,-10,2,-13,15,7,2,6
O=C(N/N=C\C=C\c1ccc([N+](=O)[O-])o1)c1cccs1,-49,-67,33,-5,12,-83,-106,-48,5,-10,-2
CC1CC(=O)c2cnc(N3CCOCC3)nc2C1 (stereo not drawn),9,-5,-3,-22,15,-17,-12,3,-16,19,8
CCC(C)NC(=O)C1CCN(CCCc2ccccc2)CC1 (stereo not drawn),-2,-10,-14,9,-6,6,3,-3,-9,-3,-26
Cc1nc(C)c(C(=O)OCC(=O)NCc2ccccc2)s1,20,-1,-3,6,-5,-5,-7,-4,13,-6,-14
COc1ccc(-c2noc(CCC(=O)NCc3cc(Br)ccc3OC)n2)cc1,-1,-3,-5,6,-10,-1,-7,7,-5,12,5
CCN(CC)CCCNC(=O)C1CCC(CNS(=O)(=O)c2ccc(Cl)cc2)CC1 (stereo not drawn),10,5,0,7,1,-13,-3,-1,12,17,30
CCOC(=O)c1ccc(Nc2nc(C)nc3c2nnn3Cc2ccccc2)cc1,9,-1,16,52,-16,18,2,16,-2,-3,5
Cc1ccc(CNS(=O)(=O)c2ccc3oc(C(=O)O)c(C)c3c2)cc1,-11,5,18,-1,-6,11,10,6,39,-6,-22
Clc1ncc(CN2CCN(Cc3ccccc3)CC2)s1,-5,5,1,10,7,11,-14,-23,-17,-5,7
COc1ccc(NC(=O)C2CCCN(C)C2)cc1OCC(C)C (stereo not drawn),4,-3,11,8,-2,-11,9,3,-8,-18,0
COc1ccc(CSCC(=O)N/N=C/c2ccc(OCC(=O)NCc3ccco3)cc2)cc1,-14,4,0,14,9,12,-13,5,-3,4,40
O=c1ccc(S(=O)(=O)N2CCCC2)cn1Cc1ccc(F)cc1,22,-7,16,3,-15,-13,2,9,0,8,0
Cc1cccc(C)c1NC(=O)Cn1c(=O)n(CCCC(=O)NC2CCN(Cc3ccccc3)CC2)c(=O)c2ccccc21,10,2,8,3,14,5,-11,8,-1,-15,8
Cc1noc(C)c1S(=O)(=O)N1CCC(C(=O)N2CCC(C)CC2)CC1,-2,0,20,-52,-1,0,0,-13,-6,-7,-2
Cc1cc(C)c(OCCN2CCOCC2)c(Cl)c1,7,-3,3,-19,2,-14,-21,-1,8,2,0
CCOC(=O)[C@@H]1[C@H]2COc3ccccc3[C@H]2N2C(=O)N(c3ccc(F)cc3)C(=O)[C@]12C,9,-7,19,0,-1,-12,-7,6,4,-8,0
Cc1cc(C)cc(NC(=O)C2CCN(S(=O)(=O)c3c(C)n[nH]c3C)CC2)c1,10,-2,13,-18,-6,13,-8,-10,-17,-8,-8
COc1ccc(Br)cc1CSC(=N)N,4,0,9,12,10,10,8,22,-6,9,4
CCC(=O)N1CCCC1(C)C(=O)Nc1ccc(C)c(C)c1 (stereo not drawn),3,·,5,-24,4,-17,11,-21,-4,4,4
COc1cccc(C(=O)N[C@@H](CCSC)c2nc3ccccc3[nH]2)c1,-9,2,4,6,0,18,2,-8,-1,-6,2
O=C(Nn1nnnc1Nc1ccccc1)C12CC3CC(CC(C3)C1)C2,8,4,6,5,-2,-6,2,9,-10,2,3
CC(=O)Nc1c(C(=O)Nc2ccc3c(c2)OCO3)oc2ccccc12,-1,-22,-122,-32,5,-54,-51,-66,19,-30,-15
CCC(=O)Nc1ccc(NC(=O)c2oc3ccccc3c2C)cc1,-5,-5,20,-19,-1,11,24,-52,-1,4,-8
COc1ccccc1/C=C/C(=O)Nc1cccnc1,6,-6,-48,-27,0,-50,-26,-38,-4,-21,-20
COc1ccc(/[N+]([O-])=C/c2ccco2)cc1,-22,-15,-80,-87,7,-92,-101,-53,15,-56,0
CCCCOC(=O)CSC(=S)N(C)Cc1cccs1,10,-6,3,-7,-1,-2,-7,-48,0,-20,-43
COc1ccc(Cc2nnc(NC(=O)c3ccco3)s2)cc1OC,5,7,22,8,3,11,-8,-10,2,9,13
COc1ccc(C(=O)O)cc1S(=O)(=O)N(C)CCc1cccnc1,-1,0,-1,-3,6,11,3,24,-3,-9,3
NC(=S)NNc1ccc(Cl)c(Cl)c1,-20,-26,40,-21,7,33,-2,-16,13,-2,7
COc1ccc2nc(NC(=O)CSCC(=O)Nc3cc(C)on3)sc2c1,4,-26,-58,-86,26,-86,-75,-60,15,-37,-13
CC(=O)c1ccc(Nc2nc(NCCO)nc(OC(C(F)(F)F)C(F)(F)F)n2)cc1,-17,-9,-13,8,-4,7,2,9,-6,-4,3
Cc1cc(C(=O)OCC(=O)c2cccs2)ccc1[N+](=O)[O-],-40,1,5,-6,12,-14,-22,-39,-28,-8,-9
O=C(N[C@@H](Cc1ccccc1)C(=O)OCc1ccccc1)c1nc[nH]c1C(=O)N[C@@H](Cc1ccccc1)C(=O)OCc1ccccc1,12,-6,-6,14,0,-20,-25,-8,15,10,19
O=C(O)CCCCCN1C(=O)C(O)=C(C(=O)/C=C/c2ccccc2)C1c1ccc2c(c1)OCO2 (stereo not drawn),18,-11,11,18,-2,4,12,3,-11,-11,3
OCCOCCn1c(C(CO)Nc2nc(-c3ccccc3Br)cs2)nc2ccccc21 (stereo not drawn),-12,5,7,-1,1,-25,0,-1,-16,8,-1
CCN1CCCC1CNC(=O)CSc1cc(=O)n(C)c2cc(Cl)ccc12 (stereo not drawn),18,6,-5,13,-14,7,4,3,-15,-16,-9
COc1ccc(-c2nc3c4ccccc4ccn3c2Cc2ccc(C)cc2)cc1OC,-13,·,10,-3,-8,-28,4,25,-2,-20,40
Cc1nc(NCCN)c(C#N)c2c1COC(C)(C)C2,20,-3,-7,11,-14,26,15,-12,2,-16,10
Cc1ccccc1NC(=O)NCCCCc1ccccc1,-28,3,-6,-4,-1,-20,-18,-36,5,-14,-10
C=CCNC(=S)/C(=C(/[O-])c1ccc([N+](=O)[O-])cc1)[n+]1ccccc1,6,-5,6,29,-23,-11,-33,3,1,-3,9
COc1ccccc1NC(=O)COC(=O)C1CC2CCCC(C1)C2=O (stereo not drawn),-9,3,4,-15,2,-9,-11,9,-15,2,12
O=[N+]([O-])c1ccc(N2CCN(S(=O)(=O)c3ccc4ccccc4c3)CC2)cc1NCc1ccco1,-4,4,39,-1,2,-1,6,-10,-6,-9,-37
O=C(Nc1ccc(F)cc1)c1cccc(N2C(=O)c3ccccc3C2=O)c1,14,-7,-8,16,3,-10,12,10,1,-15,-31
C[C@@H]1CCCCO[C@@H](CN(C)S(=O)(=O)c2ccccc2)[C@@H](C)CN([C@H](C)CO)C(=O)c2cc(NS(=O)(=O)c3ccc(F)cc3)ccc2O1,10,-21,-11,1,1,-26,10,6,16,6,20
CCC1Sc2ccc(S(=O)(=O)CCC(=O)Nc3cc(C)ccn3)cc2NC1=O (stereo not drawn),10,6,2,-13,3,4,-14,5,8,15,24
COc1ccc2oc(C(=O)N3CCN(C/C=C/c4ccccc4)CC3)c(C)c2c1,-4,1,8,-6,-4,-9,5,18,-2,20,-18
CC(C)NC(=O)/C(C#N)=C/c1cccc(NC(=O)c2ccccc2Cl)c1,25,14,-32,8,-18,1,-18,20,10,-3,38

Continuation.
mol,CF NFkB block,LMP1 NFkB inh,NR5A2 inv ag,Shn3 3UTR inh,KKLEB tox,SRC3 inh,NCOA1 inh,TROY signal inh,C8 TRAIL sens,COUP-TFII inh,TWEAK Fn14 block
CCOC(=O)c1cn(-c2ccccc2CO)c2c(F)c(F)c(F)cc2c1=O,10,-10,-6,1,-13,-8,8,15,2,-5,-20
O=C(COc1ccc([N+](=O)[O-])cc1)Nc1ccncc1,-13,-1,-5,-4,-3,-1,-9,-11,-2,15,0
O=C(c1cc2c(s1)-c1ccccc1S(=O)(=O)C2)N1CCN(Cc2ccccc2)CC1,6,1,14,18,-11,-2,1,29,34,39*,28
Cc1c(NC(=O)/C(C#N)=C/c2ccc(-c3cc(Cl)ccc3Cl)o2)c(=O)n(-c2ccccc2)n1C,-20,9,16,15,13,24,-1,19,11,1,33
CCC(=O)c1ccc(CCCCCC(=O)O)s1,-13,-5,-16,-14,8,-3,-27,-16,-10,5,-4
Cc1ccc(Oc2ccc3c(c2)C(=O)N(c2ccc(S(=O)(=O)Nc4nccs4)cc2)C3=O)cc1,7,9,-5,-31,3,13,1,17,6,5,12
CCCCC(=O)Nc1ccc(C(=O)N2CCN(c3ccccc3OC)CC2)cc1,4,-3,-22,8,-8,-7,5,-6,-7,-1,-2
CSc1ccc(C(=O)C2CCCN(C(=O)c3ccc4c(c3)OCO4)C2)cc1 (stereo not drawn),-2,-7,13,2,-4,-36,0,-12,2,-30,-13

2 of the compounds above, field by field.
COc1ccc(C(=O)N2CC(=O)N(CCc3ccccc3)C(=O)C2)cc1OC
  CF NFkB block: 3	LMP1 NFkB inh: -13	NR5A2 inv ag: -9	Shn3 3UTR inh: -1	KKLEB tox: -10	SRC3 inh: 2	NCOA1 inh: -13	TROY signal inh: 15	C8 TRAIL sens: 7	COUP-TFII inh: 2	TWEAK Fn14 block: 6
O=C(N/N=C\C=C\c1ccc([N+](=O)[O-])o1)c1cccs1
  CF NFkB block: -49	LMP1 NFkB inh: -67	NR5A2 inv ag: 33	Shn3 3UTR inh: -5	KKLEB tox: 12	SRC3 inh: -83	NCOA1 inh: -106	TROY signal inh: -48	C8 TRAIL sens: 5	COUP-TFII inh: -10	TWEAK Fn14 block: -2
